# TNAP inh hiacc: human TNAP enzyme inhibitors, primary screen, biochemical, luminescent, high phosphate acceptor level, uHTS; Alkaline phosphatase, tissue-nonspecific isozyme (Homo sapiens), P05186; purified TNAP, CDP-star luminescence, 1 M DEA; inhibition, % at 20 µM; actives 0.03% (n = 200,000); AID 1135, 2008;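 active = over 50% inhibition of tissue-nonspecific alkaline phosphatase at 20 µM in the single-dose screen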;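 also: plate controls were DMSO wells for no effect and EDTA-quenched wells as full inhibition for full effect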
# Target sequence (P05186 whole entry, looked up): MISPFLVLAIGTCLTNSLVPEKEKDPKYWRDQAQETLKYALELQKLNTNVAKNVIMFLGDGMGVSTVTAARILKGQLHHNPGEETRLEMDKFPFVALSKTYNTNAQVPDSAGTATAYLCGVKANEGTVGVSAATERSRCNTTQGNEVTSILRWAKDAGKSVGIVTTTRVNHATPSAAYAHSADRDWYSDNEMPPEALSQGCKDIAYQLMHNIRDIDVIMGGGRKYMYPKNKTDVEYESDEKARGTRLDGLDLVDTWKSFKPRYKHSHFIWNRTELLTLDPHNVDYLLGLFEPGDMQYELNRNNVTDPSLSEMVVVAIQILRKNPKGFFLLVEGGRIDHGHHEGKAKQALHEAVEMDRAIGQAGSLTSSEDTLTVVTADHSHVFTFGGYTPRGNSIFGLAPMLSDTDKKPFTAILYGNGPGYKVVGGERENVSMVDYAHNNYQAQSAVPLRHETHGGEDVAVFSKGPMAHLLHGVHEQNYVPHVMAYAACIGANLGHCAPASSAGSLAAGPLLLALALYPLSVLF
# HMGR II inh: inhibitors of E. faecalis class II HMGR, primary screen, biochemical, Enterococcus faecalis; purified E. faecalis HMGR, NADPH absorbance 340 nm kinetic; actives 0.41% (n = 190,000); HMG-CoA reductase (Enterococcus faecalis, mvaE); inhibition, % at 10 µM;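 active = inhibition above a set limit, the median over all tested compounds plus 3 SD, cut at about 9.5% in these data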;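 also: enzyme runs in reverse so mevalonate oxidation gives rising NADPH absorbance; 0% = complete reaction with DMSO and 100% = background rate lacking mevalonate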
# TR-FRET SRC-2 ct: TR-FRET signal artefacts, primary screen, artefact control for PPARgamma SRC-2 agonist project, biochemical; actives 0.4% (n = 200,000); TR-FRET ratio at 8 µM; AID 1049, 2008; TR-FRET artefact counter-screen; hits give high values; in the data active = TR-FRET ratio above about 2000; also: inactives centre near 1500
# bIAP inh: bovine intestinal alkaline phosphatase inhibitors, primary screen, selectivity assay for TNAP inhibitor project, biochemical, bovine IAP, CDP-star luminescence. alkaline phosphatase, intestinal [Bos taurus]. purified bovine IAP, 30 min. inhibition, % at 20 µM. 190,000 tested, under 10 active. AID 1019, 2008;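 active = over 50% inhibition of intestinal alkaline phosphatase at 20 µM in the single-dose screen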
#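 System: purified bovine intestinal alkaline phosphatase (IAP) enzyme; Input: IAP diluted 1/65,000,000 in the well; Measured by: CDP-star luminescence signal; Compound dosing: 20 µM single dose; Incubation: 30 min reaction at room temperature.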
# bIAP activator: bovine intestinal alkaline phosphatase activators, primary screen, biochemical, bovine IAP, CDP-star luminescence. alkaline phosphatase, intestinal [Bos taurus]. purified bovine IAP, 30 min; hits give high values; fold of DMSO-control signal, blank-subtracted. activation factor at 20 µM. actives 0.17% (n = 200,000). AID 1016, 2008;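 active = activation factor of 2 or more at 20 µM, a signal rise over negative controls twice the positive control's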
# PPARg SRC3 recr: PPARgamma agonists recruiting SRC-3 coactivator, primary screen, biochemical. Peroxisome proliferator-activated receptor gamma (Homo sapiens), P37231. activation, % at 8 µM. biochemical PPARgamma/SRC-3 coactivator recruitment assay. actives 0.26% (n = 200,000). AID 731, 2007; in the data active = activation above about 23%;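 also: 0% = DMSO and 100% = reference agonist; some compounds past the cut are filed as inactive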
# Target sequence (P37231 whole entry, looked up): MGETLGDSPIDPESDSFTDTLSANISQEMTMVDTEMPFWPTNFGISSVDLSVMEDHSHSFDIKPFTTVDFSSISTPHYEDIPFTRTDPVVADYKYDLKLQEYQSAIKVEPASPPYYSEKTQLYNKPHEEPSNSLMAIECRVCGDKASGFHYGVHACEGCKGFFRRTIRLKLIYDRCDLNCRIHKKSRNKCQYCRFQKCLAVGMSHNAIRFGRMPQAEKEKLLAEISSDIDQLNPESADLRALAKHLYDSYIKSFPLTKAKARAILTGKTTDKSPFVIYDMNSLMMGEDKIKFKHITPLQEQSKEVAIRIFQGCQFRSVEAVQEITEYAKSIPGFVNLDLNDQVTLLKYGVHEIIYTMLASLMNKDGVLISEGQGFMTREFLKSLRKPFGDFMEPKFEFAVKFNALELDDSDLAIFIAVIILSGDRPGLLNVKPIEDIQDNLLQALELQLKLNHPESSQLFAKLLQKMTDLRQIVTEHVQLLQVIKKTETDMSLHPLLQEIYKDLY
# TNAP inh noacc: human TNAP enzyme inhibitors, primary screen, biochemical, luminescent, no phosphate acceptor, uHTS; inhibition, % at 20 µM; AID 1012, 2008; Alkaline phosphatase, tissue-nonspecific isozyme (Homo sapiens), P05186; actives 0.26% (n = 200,000); purified TNAP, CDP-star luminescence, 30 min;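 active = tissue-nonspecific alkaline phosphatase inhibition above about 50% at 20 µM in the single-dose screen, limit read from the data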;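 also: 0% = DMSO negative control and 100% = EDTA positive control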
# TNAP act hi DEA: TNAP activators at high phosphate acceptor level, primary screen, biochemical, luminescence, uHTS; AID 1136, 2008; 200,000 tested, under 10 active; Alkaline phosphatase, tissue-nonspecific isozyme (Homo sapiens), P05186; activation factor at 20 µM; purified TNAP, CDP-star luminescence, 1 M DEA, 30 min; hits give high values; 0 = EDTA background, 1 = DMSO-only activity;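 active = activation factor at least 2 at 20 µM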
#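 system = human TNAP | amount = enzyme diluted 1/800 final | reagent = 100 µM CDP-star substrate | signal = luminescent substrate turnover signal | dosing = one dose, 20 µM | benchmarks = EDTA negative control, DMSO positive control | measure = activation factor | timing = 30 min reaction, room temperature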
# PPARg SRC-2 ag: agonists of PPARg-SRC-2 recruitment, primary screen, biochemical, HTS. Peroxisome proliferator-activated receptor gamma (Homo sapiens), P37231. AID 1032, 2008. activation, % at 8 µM. actives 0.34% (n = 200,000). PPARgamma LBD-SRC-2 recruitment; in the data active = activation above about 22%;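 also: 0% = vehicle and 100% = reference agonist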
# PPARg SRC1 recr: PPARgamma agonists recruiting SRC-1 coactivator, primary screen, biochemical; PPARgamma-SRC-1 coactivator recruitment biochemical assay; Peroxisome proliferator-activated receptor gamma (Homo sapiens), P37231; activation, % at 8 µM; actives 0.41% (n = 200,000); in the data active = activation above about 19%;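 also: 0% = DMSO and 100% = reference agonist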
# Active calls of the source: *; . = not tested or not shown.
SMILES,TNAP inh hiacc,HMGR II inh,TR-FRET SRC-2 ct,bIAP inh,bIAP activator,PPARg SRC3 recr,TNAP inh noacc,TNAP act hi DEA,PPARg SRC-2 ag,PPARg SRC1 recr
COc1ccc(C2NC(=O)c3sc4nc(C)c(C(C)=O)c(-c5ccc(Cl)cc5)c4c3N2)cc1 (stereo not drawn),0,-4,1621,9,0.9,-7,-6,1,-2,-2
COCCNC(=S)N/N=C(\C)c1ccc(-n2ccnc2)cc1,-6,4,1372,8,0.9,-9,-1,1.1,-3,0
Cn1c(SCc2nc3ccccc3n2CCO)nc2ccccc21,-1,-7,1556,-5,1,4,-4,1,5,5
COCCn1c(C)cc(C(=O)COc2ncnc3ccc(Br)cc23)c1C,-5,0,1654,-3,1,1,-1,1,8,3
CC(=O)N1CCc2cc(S(=O)(=O)CCC(=O)N3CCN(C(=O)c4ccco4)CC3)ccc21,-2,-3,1620,-13,1.1,-3,-4,1,5,1
COc1ccc(N2CCN(C(=O)Cn3cncn3)CC2)cc1,0,-5,1438,-16,1.2,0,-1,1,-6,3
NC(=O)c1cc(N)ccc1N1CCCCC1,1,0,1720,10,0.9,-2,-2,1,-4,0
C=C(C)Cn1c(SCC(=O)O)nc2c1c(=O)[nH]c(=O)n2C,-7,-4,1448,5,0.9,-2,-16,1.1,1,3
COc1ccc(CN2C(=O)c3ccccc3C2=O)cc1C(=O)OCC(=O)NC1CCCCC1,-1,-1,1625,27,0.7,4,-19,1,7,6
O=C(O)c1ccc(Nc2cc(Cl)c3nonc3c2[N+](=O)[O-])cc1,19,-2,1572,2,1,-1,10,0.8,7,5
COc1ccc(C(=O)Nc2ccc(C(=O)Nc3nccs3)cc2)cc1[N+](=O)[O-],-2,-6,1462,7,0.9,7,-17,1,3,1
CC(C)(C)C1CCC(OC(=O)C[N+]2(C)CCCCC2)CC1 (stereo not drawn),0,-6,1350,-2,1,1,-10,1,-5,-5
C/C(=N\NC(=O)c1nn(C)cc1Br)c1cccc(NC(=O)c2ccncc2)c1,-1,-2,1588,-18,1.2,0,-10,1,1,-3
Cn1cc(CNC(=O)C23CC4CC(CC(C4)C2)C3)cn1,-6,1,1474,-24,1.2,8,-17,1.1,-1,4
COc1ccc(-n2c(Cc3cccn3C)nnc2SCC(=O)NCc2ccc(F)cc2)cc1,3,3,1656,-14,1.1,5,-8,1,11,10
COc1ccc(C(=O)NNC(=O)c2cc3cc([N+](=O)[O-])ccc3oc2=O)cc1OC,19,-4,1562,19,0.8,-4,17,0.8,0,-1
O=C(NC1CCCC1)c1ccc(CS(=O)(=O)c2cccc(C(F)(F)F)c2)o1,2,3,1554,6,0.9,-9,-2,1,0,0
CN(CC(=O)Nc1ccccc1Cl)CC(=O)Nc1ccccc1[N+](=O)[O-],-3,-2,1459,-21,1.2,-7,-140,1,-3,-5
CC(NCc1ccc(S(N)(=O)=O)cc1)C(=O)Nc1cc([N+](=O)[O-])ccc1Cl (stereo not drawn),0,-7,1529,3,1,-3,-2,1,-3,-3
Cc1cccc(CC(=O)OCn2nnc3ccccc3c2=O)c1,-4,-11,1635,16,0.8,3,7,1,8,1

# Fetched one by one from above (2):
SMILES,TNAP inh hiacc,HMGR II inh,TR-FRET SRC-2 ct,bIAP inh,bIAP activator,PPARg SRC3 recr,TNAP inh noacc,TNAP act hi DEA,PPARg SRC-2 ag,PPARg SRC1 recr
COCCNC(=S)N/N=C(\C)c1ccc(-n2ccnc2)cc1,-6,4,1372,8,0.9,-9,-1,1.1,-3,0
NC(=O)c1cc(N)ccc1N1CCCCC1,1,0,1720,10,0.9,-2,-2,1,-4,0

# Three compounds out of the list, arranged by length of the SMILES, descending.
SMILES,TNAP inh hiacc,HMGR II inh,TR-FRET SRC-2 ct,bIAP inh,bIAP activator,PPARg SRC3 recr,TNAP inh noacc,TNAP act hi DEA,PPARg SRC-2 ag,PPARg SRC1 recr
COc1ccc(CN2C(=O)c3ccccc3C2=O)cc1C(=O)OCC(=O)NC1CCCCC1,-1,-1,1625,27,0.7,4,-19,1,7,6
C=C(C)Cn1c(SCC(=O)O)nc2c1c(=O)[nH]c(=O)n2C,-7,-4,1448,5,0.9,-2,-16,1.1,1,3
COCCNC(=S)N/N=C(\C)c1ccc(-n2ccnc2)cc1,-6,4,1372,8,0.9,-9,-1,1.1,-3,0

# Next section:
SMILES,TNAP inh hiacc,HMGR II inh,TR-FRET SRC-2 ct,bIAP inh,bIAP activator,PPARg SRC3 recr,TNAP inh noacc,TNAP act hi DEA,PPARg SRC-2 ag,PPARg SRC1 recr
CC(Sc1nc(-c2ccccc2)cc(C(F)(F)F)n1)C(=O)N1CCOCC1 (stereo not drawn),7,-1,1517,-16,1.2,1,-3,0.9,9,-3
CCCNC(=O)c1ccc2c(c1)ncn2-c1ccccc1OC,-1,1,1721,-17,1.2,-1,-10,1,1,-4
Cc1cc(=O)n2[nH]c(COc3ccccc3)nc2n1,1,-3,1445,6,0.9,-8,-5,1,4,-2
COC(=O)c1ccc(NC(=O)CN2CCN(c3cccc(Cl)c3)CC2)cc1,-5,5,1363,6,0.9,-7,-6,1.1,0,8
CCC(C)(C)NC(=O)CN(Cc1ccc2c(c1)OCO2)C(=O)CCC(=O)Nc1nccs1,-5,0,1539,-19,1.2,0,-12,1.1,-3,1
S=c1[nH]nc(C2CC2)n1Cc1ccco1,-7,2,1465,17,0.8,4,0,1.1,7,5
O=C(CN1C(=O)CNC1=O)Nc1cccc(C(F)(F)F)c1,2,0,1374,-2,1,-3,-7,1,0,-2
Cn1cc(C2CC(c3ccccc3)=NN2C(=O)c2ccccc2)c2ccccc21 (stereo not drawn),-8,-2,1663,11,0.9,2,-4,1.1,1,-4
CCc1ccccc1NC(=O)/C(C#N)=C\c1ccc(Sc2ccccc2)o1,8,1,1450,32,0.7,2,6,0.9,-7,8
c1ccc(CN(Cc2cccs2)C(c2cccs2)c2nnnn2C2CCCC2)cc1 (stereo not drawn),-9,1,1623,.,0.4,7,-4,1.1,9,-1
CC1CCN(C(=O)c2cc(-c3ccc(Cl)c(Cl)c3)on2)CC1,-4,-2,1655,9,0.9,6,0,1,8,-2
NC(=O)c1ccsc1NC(=O)C1CCCCC1,-4,-1,1627,23,0.8,8,-18,1,18,3
Cc1ccc(/C(N)=N/OC(=O)Cc2ccccc2)cc1,0,-8,1470,-5,1,8,-4,1,6,8
NC(=O)c1ccccc1NC(=O)Nc1cccc(Cl)c1Cl,-4,-3,1684,4,1,6,-7,1,3,1
CCCCCOc1ccc(NC(=O)CCCC(=O)O)cc1,-4,-4,1721,13,0.9,0,-7,1,13,7
CCCCCC(=O)Nc1ccc(N2CCN(C(=O)CCC)CC2)cc1,-1,-2,1633,-1,1,5,-8,1,8,6
COc1ccc(OCC(=O)N2CCN(S(=O)(=O)c3ccccc3[N+](=O)[O-])CC2)cc1,1,0,1535,-4,1,0,-4,1,-10,-8
COc1nc(-c2ccccc2)ccc1-c1noc(-c2ccc(F)cc2)n1,-6,.,.,31,0.7,.,-12,1.1,.,.
CSc1cccc(NC(=O)CCc2ccccc2)c1,-5,2,1572,9,0.9,4,-13,1.1,2,0
COc1ccc(C)cc1-n1nnnc1SCc1nc2ccccc2s1,-3,-5,1619,29,0.7,9,-10,1,0,-3
Cn1c(C(=O)O)c(CC(=O)NCc2cccnc2)c2ccccc21,-3,2,1530,4,1,2,-10,1,-5,4
O=C(NNC(=O)C1CC1c1ccccc1)c1ccccc1[N+](=O)[O-] (stereo not drawn),-5,-3,1631,-5,1.1,0,-41,1,4,2
Cc1ccc(-c2nc3ncccc3o2)cc1NC(=O)c1cccnc1,-3,-4,1356,0,1,5,-11,1,1,7
Clc1cccc(-c2nc3nc4ccccc4nc3n2Cc2ccco2)c1,-4,-6,1468,1,1,0,-6,1,-2,-1
Cc1ccc(S(=O)(=O)N(CC(=O)N2CCN(c3ccc(F)cc3)CC2)C2CCCCC2)cc1,10,2,1657,0,1,2,7,0.9,5,10
CN(C)C(=O)CSc1nnc(Cc2ccccc2)n1CC1CCCO1 (stereo not drawn),-4,-1,1547,-2,1,-4,-11,1,-4,-1
O=C1CC(Nc2ccc3ccccc3c2)C(=O)N1Cc1ccccc1 (stereo not drawn),-5,-5,1640,11,0.9,-4,-7,1.1,-1,1
O=C(Nc1ccc(OCC(=O)N2CCOCC2)cc1)Nc1cccc(Cl)c1,-1,-1,1734,-7,1.1,5,-10,1,-9,6
Cc1ccc2[nH]c(=O)c(C(c3nnnn3CC3CCCO3)N3CCOCC3)cc2c1 (stereo not drawn),-4,0,1720,-1,1,11,-9,1,6,6
CCOC(=O)CSc1nnc(N)s1,-4,2,1809,10,0.9,-1,-7,1,4,11
CCOC(=O)c1c(NC(=O)c2ccc(-n3cnnn3)cc2)sc2c1CCCC2,2,-1,1554,16,0.8,2,-41,1,2,1
O=C(COC(=O)CNC(=O)c1ccccc1Cl)Nc1ncc(C(F)(F)F)cc1Cl,-4,2,1488,-34,1.3,-1,-9,1,-5,-11
Nc1nonc1-n1nnc(C(=O)N/N=C/c2ccccc2)c1CSc1ccc(Cl)cc1,2,-7,1359,5,1,-2,1,1,4,9
CN(C)/C=C1/Oc2c(ccc3ccccc23)C1=O,0,0,1749,-13,1.1,2,-10,1,-1,5
COCCNC(=O)C(C(=O)c1ccc(F)cc1)n1cc(C)ccc1=O (stereo not drawn),-6,-3,1408,10,0.9,3,-10,1.1,-2,-11

# A few values from the entries so far.
# Cc1ccc(S(=O)(=O)N(CC(=O)N2CCN(c3ccc(F)cc3)CC2)C2CCCCC2)cc1 | HMGR II inh = 2
# Clc1cccc(-c2nc3nc4ccccc4nc3n2Cc2ccco2)c1 | PPARg SRC-2 ag = -2
# O=C(NNC(=O)C1CC1c1ccccc1)c1ccccc1[N+](=O)[O-] (stereo not drawn) | PPARg SRC1 recr = 2

# Laid out differently: entries from further up
# Below each compound: TNAP inh hiacc	HMGR II inh	TR-FRET SRC-2 ct	bIAP inh	bIAP activator	PPARg SRC3 recr	TNAP inh noacc	TNAP act hi DEA	PPARg SRC-2 ag	PPARg SRC1 recr
- CSc1cccc(NC(=O)CCc2ccccc2)c1
  -5	2	1572	9	0.9	4	-13	1.1	2	0
- COc1ccc(C)cc1-n1nnnc1SCc1nc2ccccc2s1
  -3	-5	1619	29	0.7	9	-10	1	0	-3
